Lipid storage S3: qHTS Assay for Lipid Storage Modulators in Drosophila S3 Cells. Drosophila S3 cells, BODIPY lipid droplet fluorescence, 18-24 h; cells fed with added oleic acid. Potency in µM for hits, for the others lipid storage change, negative = inhibition, % at the top dose, mostly 46.1 µM. 320,000 tested, 0.64% active. AID 2685, 2010; active means well fitted inhibition curve with a large enough effect in the signal ratio, with a control signal flat, not every such curve was filed as active; inconclusive means small, poorly fitted or top-dose-only effect, or effect the other way, or a change in a side signal; the % refers to the signal ratio
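Drosophila S3 cells got compounds at several concentrations plus oleic acid (400 uM solution). Laser-scanning cytometry with 488 nm excitation read lipid droplets at 500-530 nm and cells at 575-640 nm. Percent activity was relative to 20 uM Triacsin C.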
Lipid storage S3 cell count max: also measured in Lipid storage S3; calls as there; cell number change, %; measured here: cell count max response;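 cells counted by Cell Tracker Red CMTPX staining in the red channel; peak over a dose series mostly up to 46.1 µM; percent activity relative to internal control wells on each plate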
Numbers without * were called inactive; i = inactive; ? = inconclusive; . = no result given. On the % scale 0 is the no-effect control and ±100 the full control effect; potency means the concentration at half of the fitted maximal effect.

Values run as follows: Lipid storage S3	Lipid storage S3 cell count max
> COC(=O)[C@]12C(=O)C(C)=C(O)[C@@]1(C)C(C)=CC1[C@@]34CC[C@@H](OC(C)=O)C(C)(C)C3C(C[C@]12C)OC4=O (stereo not given in full)
  -13.0%	-9.1
> Nc1nc(Cl)cc(N2CCC(c3cc(-c4ccc(Cl)cc4)n[nH]3)CC2)n1
  ?	.
> Cc1sc(NC(=S)Nc2ccc(F)cc2)c(C(N)=O)c1C
  13.4%	14.0
> NC1=NCc2ccccc21
  18.4µM*	-13.0*
> Cc1sc2nc(CSCC(=O)N(C)CC(=O)Nc3ccc(F)cc3)[nH]c(=O)c2c1C
  ?	.
> COc1ccc(CC(=O)NCc2ccccc2Cl)cc1S(=O)(=O)N1CCOCC1
  ?	.
> COc1ccc(C(C(=O)NC2CCCC2)N(C(=O)c2ccco2)c2ccccc2OC)cc1 (stereo not given)
  ?	.
> O=C(OCc1nnc(-c2ccccc2)o1)c1cc(S(=O)(=O)N2CCOCC2)ccc1F
  14.7%	-16.6
> COC(=O)c1ccc(-c2nc(O)c(C)s2)cc1
  i	.
> Cc1ccccc1Cn1c2ccccc2c2cn[nH]c(=O)c21
  7.3%	2.7
> CC(C)(C)c1csc(Sc2ncccc2[N+](=O)[O-])n1
  -5.1%	-11.2
> CC1(C)CC(=O)C=C(NNC(=O)c2cccnc2)C1
  ?	.
> O=C1NC(Cc2ccccc2)c2nc3cc(F)ccc3c(=O)n2-c2cc(Cl)ccc21 (stereo not given)
  ?	.
> N#Cc1ccc(C(=O)Nc2nc(-c3cccs3)c(C(=O)C(F)(F)F)s2)cc1
  ?	.
> CN1CCN(S(=O)(=O)c2ccc(NC(=O)c3ccc(F)cc3)cc2)CC1
  ?	.

Values run as follows: Lipid storage S3	Lipid storage S3 cell count max
> Cc1ccc2cc(CN(Cc3nnnn3Cc3ccco3)CC3CCCO3)c(=O)[nH]c2c1C (stereo not given)
  i	.
> Cc1ccc(Cl)cc1NC(=O)c1ocnc1C
  ?	.
> Cc1cc(C(=O)NNC(=O)CCN2CCN(c3ccccc3)CC2)c2ccccc2n1
  -9.5%	.
> OCCNCC1(O)C2CC3CC(C2)CC1C3 (stereo not given)
  -1.1%	9.7
> O=C(Cc1ccccc1)O/N=C1\CCCc2ccccc21
  0.3%	-19.3
> O=[N+]([O-])C1=CC=C2C(=NC3(CCCCC3)N2O)C1=NC1CCCCC1
  ?	.
> COc1ccc(C(=O)NNC(=O)c2ccc3ccccc3c2O)cc1
  i	10.8
> CCc1ccc(C2=NN(C(=O)CCC(=O)O)C(c3cccs3)C2)cc1 (stereo not given)
  ?	.
> CCCCC(=O)N1CCN(c2nc3ccc(Br)cc3s2)CC1
  ?	.
> O=C(N/N=C/c1ccc(O)cc1)c1ccncc1
  0.1%	16.5
> O=C(CSc1nc(-c2ccccc2)cc(C(F)(F)F)n1)NCc1cccs1
  ?	.
> CC(C(=O)N1CCC(C(N)=O)CC1)N(c1ccc(Oc2ccccc2)cc1)S(C)(=O)=O (stereo not given)
  ?	.
> CCOc1ccc(NC(=O)C2CCN(C(=O)NCc3ccccc3)CC2)cc1
  ?	.
> COc1ccc(NC(=O)COC(=O)Cc2ccc(-c3ccccc3)cc2)c(OC)c1
  3.2%	-2.1
> COC(=O)c1c(O)cc(C(C)(C)C)n(-c2ccccc2)c1=O
  -11.2%	-18.7

Values run as follows: Lipid storage S3	Lipid storage S3 cell count max
> Cc1ccccc1-c1nnc(SCC(=O)NC2CCCCC2)o1
  -0.7%	-7.9
> Cc1ccc(C2CC(C(F)(F)F)n3nc(C(=O)Nc4c(C)n(C)n(-c5ccccc5)c4=O)cc3N2)cc1 (stereo not given)
  ?	.
> CC(=O)N1CCN(C(=O)COC(=O)COc2c(C)cc(C)cc2C)CC1
  ?	.
> CC1(C)CC(=O)C2=C(C1)OC(N)=C(C#N)C2c1cccs1 (stereo not given)
  10.8%	12.1
> Cc1cccc(N=C2NN=C(c3c[nH]c4ccccc34)CS2)c1
  ?	.
> O=C1CCC([N+](=O)[O-])C(c2ccc(F)c(Br)c2)N1 (stereo not given)
  -9.2%	-10.0
> CCC1Sc2ccc(S(=O)(=O)CCC(=O)NC3CCCCCC3)cc2NC1=O (stereo not given)
  ?	.
> CCCCOCCCNC(=O)N[C@H](C(=O)OC)C(C)CC (stereo not given in full)
  ?	.
> COc1ccc(Br)cc1CNC(=O)C1CCN(S(=O)(=O)N2CCCC2)CC1
  ?	.
> COC(=O)c1ccc(NC(=O)CSc2nnc(-c3ccccc3)n2C)cc1
  1.8%	4.5
> NC(=O)C1CCN(C2CC(=O)N(c3cccc(F)c3)C2=O)CC1 (stereo not given)
  ?	.
> Cn1sccc1=O
  -10.7%	-12.9
> O=c1[nH]c2ccccc2nc1C(F)(F)C(F)F
  ?	.
> CCOC(=O)C(Nc1ccc2ccccc2c1)C(=O)OCC
  ?	.
> FC(F)Oc1ccc(NC(=S)N2CCN(Cc3ccccc3)CC2)cc1
  ?	.

Values run as follows: Lipid storage S3	Lipid storage S3 cell count max
> CCC(C)C(NC(=O)C1CCC(C)CC1)C(=O)NCc1cccnc1 (stereo not given)
  7.4%	1.2
> COc1ccc(CCNC(=O)/C(C#N)=C2\N=C(NC(=O)c3cccs3)c3ccccc32)cc1
  -0.6%	-4.1
> O=C(COC(=O)c1cccnc1)Nc1ccc2c(c1)OCO2
  -10.8%	-9.6
> CC(OC(=O)CCC(=O)c1ccc(F)cc1)C(=O)NC1CCCCC1C (stereo not given)
  ?	.
> COC(=O)C1CCN(c2ccc(Cl)nn2)CC1
  ?	.
> c1csc(-c2nc(CN3CCSCC3)cs2)c1
  ?	.
> COc1cccc(C(=O)N2CCN(Cc3ccco3)CC2)c1OC
  ?	.
> NC(=O)CC(NC(=O)c1ccc(Br)cc1)c1ccc(N2CCC(Br)CC2)c([N+](=O)[O-])c1 (stereo not given)
  -15.7%	-7.5
> Cc1ccc(C(=O)NCCCN2CCOCC2)cc1S(=O)(=O)N1CCOCC1
  ?	.
> Cc1ccc2c(C(=O)CN3CC(C)CC(C)C3)c(C)[nH]c2c1 (stereo not given)
  ?	.
> C/C(N)=C(/C#N)C(=O)COC(=O)COc1ccc(Cl)cc1
  ?	.
> Cn1nc(N)nc1N1CCN(c2ccc(F)cc2)CC1
  ?	.
> COc1ccc(/C=N/NC(=O)CCn2c3ccccc3c3ccccc32)cc1O
  ?	.
> COc1ccc(N2C(=O)CC(Cc3ccc(Br)cc3)C2=O)cc1 (stereo not given)
  -11.9%	-19.2
> CCCn1c(=S)[nH]c2cc(C(=O)NCC3CCCO3)ccc2c1=O (stereo not given)
  -14.9%	-6.4

Three compounds out of the list, ordered by count of non-hydrogen atoms, smallest number first.
Values run as follows: Lipid storage S3	Lipid storage S3 cell count max
> Cc1ccc2c(C(=O)CN3CC(C)CC(C)C3)c(C)[nH]c2c1 (stereo not given)
  ?	.
> COc1cccc(C(=O)N2CCN(Cc3ccco3)CC2)c1OC
  ?	.
> Cc1ccc(C(=O)NCCCN2CCOCC2)cc1S(=O)(=O)N1CCOCC1
  ?	.

Next records:
Values run as follows: Lipid storage S3	Lipid storage S3 cell count max
> Cc1ccc(S(=O)(=O)N2CCCCC2)cc1NC(=O)c1c(-c2ccccc2)noc1C
  ?	.
> CC1Cc2nc(SCC(=O)N3CCOCC3)n(C)c(=O)c2S1 (stereo not given)
  ?	.
> O=[N+]([O-])c1ccccc1/C=C/CN1CCCC(CO)C1 (stereo not given)
  ?	.
> Cc1n[nH]c(=O)c2c(NC(=O)CSc3ncccn3)oc(C)c12
  ?	.
> O=C(NCCN1CCOCC1)c1cc2sccc2n1Cc1ccc(Cl)cc1
  i	.
> Cc1ccc(SCC(=O)Nc2cccc(C(=O)NC(C)(C)C)c2)cc1
  ?	.
> COc1cc(SC)ccc1C(=O)Nc1c(Cl)cncc1Cl
  ?	.
> Cn1nnnc1SCC(=O)N1CCN(c2ccccc2)CC1
  ?	.
> Cc1c(C(=O)N2C[C@@H](C)O[C@@H](C)C2)oc2c(F)cccc12
  ?	.
> Cc1[nH]c2ccccc2c1C(O)c1ccncc1 (stereo not given)
  18.2%	26.9
> OCc1csc(=Nc2ccccc2)n1-c1ccccc1
  ?	.
> CCCn1c(SCC(=O)N2CCc3ccccc3C2)nc2c1c(=O)n(C)c(=O)n2C
  i	.
> COc1ccc(NC(=O)c2ccccc2OCc2c(C)noc2C)cc1OC
  ?	.
> CN(CC(=O)NC(=O)NCc1ccccc1)Cc1ccc(Cl)cc1
  4.9%	-3.5
> COC(=O)c1cccc(NC(=O)CN2CCN(c3ccc(OC)cc3)CC2)c1
  21.8%	6.8

Compound profiles, from the list above. Values in the order: Lipid storage S3 | Lipid storage S3 cell count max
OCc1csc(=Nc2ccccc2)n1-c1ccccc1 is listed as ? | .
Cn1nnnc1SCC(=O)N1CCN(c2ccccc2)CC1 is listed as ? | .
COc1cc(SC)ccc1C(=O)Nc1c(Cl)cncc1Cl is listed as ? | .
O=C(NCCN1CCOCC1)c1cc2sccc2n1Cc1ccc(Cl)cc1 is listed as i | .
O=[N+]([O-])c1ccccc1/C=C/CN1CCCC(CO)C1 (stereo not given) is listed as ? | .

(continued)
Values run as follows: Lipid storage S3	Lipid storage S3 cell count max
> COC(=O)c1ccc(C)c(NC(=O)CSc2nnc3ccccn23)c1
  ?	.
> CN(c1ccccc1)S(=O)(=O)c1cc(C(=O)c2nccn2C)ccc1Cl
  11.5%	-14.2
> COc1cccc(NC(=S)N(CCCN2CCOCC2)C(C)c2cc3cccc(OC)c3o2)c1 (stereo not given)
  0.4%	-3.4
> CCOC(=O)C1CCCN(S(=O)(=O)c2cc(Br)cc3c2N(C(=O)CC)CC3)C1 (stereo not given)
  -28.4%	8.8
> Nc1ccc(-c2ccc(N)c([N+](=O)[O-])c2)cc1[N+](=O)[O-]
  ?	.
> S=c1[nH]nc(COc2ccccc2)n1/N=C/c1cccnc1
  ?	.
> O=C(Nc1ccc2nccnc2c1)c1cnccn1
  ?	.
> O=C(OCn1nnc2ccccc2c1=O)c1ccc(Br)o1
  5.9%	11.0
> C#CC1(NC(=O)NC(C)C)CCCCC1
  ?	.
> COc1ccc(CN2CCNC(=O)C2CC(=O)NCc2cc(C)n(C)n2)c(F)c1 (stereo not given)
  6.4%	9.7
> COc1ccc(-c2nnc(SCc3c(C)noc3C)o2)cc1
  -2.4%	-2.3
> CCc1ccc(NC(=S)Nc2cccc(OC)c2)cc1
  -3.5%	-11.8
> O=C(/C=C/c1ccco1)N1CCN(c2ncccn2)CC1
  ?	.
> CC1CCN(C(=O)c2[nH]cnc2C(=O)NCc2ccccc2)CC1
  ?	.
> COc1cccc(CN2C(=O)c3ccccc3S2(=O)=O)c1
  ?	.

Values run as follows: Lipid storage S3	Lipid storage S3 cell count max
> COC1=C/C(=C/c2c(N)n3cc(C)sc3nc2=O)C=CC1=O
  1.4%	-0.6
> CC(C)CNC(=O)c1ccccc1NC(=O)/C=C/c1cccc([N+](=O)[O-])c1
  5.4%	9.2
> COCCNC(=O)C(c1ccc(O)cc1)N(Cc1ccco1)C(=O)CCC(=O)Nc1nccs1 (stereo not given)
  ?	.
> O=C(Nc1cc2c3c(c1)C1CCCC1CN3CC1CCCC21)c1ccc([N+](=O)[O-])cc1 (stereo not given)
  ?	.
> O=C(O)CCCn1c(O)c(C=C2N=c3ccccc3=N2)sc1=S
  8.3%	7.2
> COC(CNC(=O)[C@H](Cc1ccccc1)N1Cc2ccccc2C1=O)OC
  1.1%	7.6
> C[C@@]12CCC=C[C@H]1[C@H](c1ccc3ccccc3c1Br)N(Cc1ccccc1)C2=O
  ?	.
> Cc1cc2cc(CNC(=O)Nc3ccccc3)ccc2n1C
  4.8%	0.6
> N#Cc1ccccc1NC(=O)COC(=O)C1CCN(C(=O)c2ccc(Cl)cc2)CC1
  ?	.
> CC1(C)CC2CC(C)(CN2C(=S)Nc2ccccc2F)C1 (stereo not given)
  ?	.
> CCC(C)NCCOCCOc1ccccc1-c1ccccc1 (stereo not given)
  -3.0%	4.8
> CC(C)[C@H](NC(=O)C1CCC(CNC(=O)[C@@H]2CCCN2C(=O)OC(C)(C)C)CC1)C(=O)O (stereo not given in full)
  ?	.
> CC(C)Cn1c(N)c(C(=O)COC(=O)c2cc(-c3ccccc3)nc3ccccc23)c(=O)n(C)c1=O
  ?	.
> S=C(c1ccc(Cl)cc1)N1CCN(Cc2ccccc2)CC1
  ?	.
> COCCn1cnnc1SCC(=O)Nc1cccc(S(=O)(=O)N(C)c2ccccc2)c1
  ?	.

Values run as follows: Lipid storage S3	Lipid storage S3 cell count max
> CC(CN1CCN(C)CC1)OC(=O)c1ccccc1 (stereo not given)
  i	-22.7
> CCOc1ccc(CNC(=O)CCn2c(=O)oc3ccccc32)cc1OC
  ?	.
> Cc1ccc(C)c(S(=O)(=O)N2CCN(C(=O)CSc3ccccc3F)CC2)c1
  ?	.
> COc1cc(Cl)cc(C2NC(=O)NC(C)=C2C(=O)NCc2ccccc2)c1O (stereo not given)
  i	-4.2
> O=C(CSc1nc(N2CCCCC2)nc(N2CCCCC2)n1)Nc1nccs1
  -11.3%	5.9
> Cc1c[n+](C)ccc1CC1C([N+](=O)[O-])=C[N-]c2ncnn21 (stereo not given)
  11.2%	25.3
> C=CCN1C(=O)c2ccccc2C1(O)Cc1ccccc1 (stereo not given)
  5.2%	7.0
> CCOc1cccc(C(=O)Nc2nnc(-c3cccs3)s2)c1
  ?	.
> O=C(Nc1ccc(Nc2ccccc2)cc1)c1ccc(Br)o1
  i	-1.3

A portion of the library; the hit share may differ from the screen's.
